# Screening data deposited in PubChem BioAssay by National Center for Advancing Translational Sciences (NCATS).
# TSHR antagonist: antagonists of human thyroid stimulating hormone receptor. AID 504810. activity change, negative = inhibition, % at 11.5 µM. TSHR-expressing cells, TSH-stimulated cAMP HTRF, 2 h; active compounds read low. P16473. 330,000 tested, 0.2% active;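 active means activity change below a set negative limit, meaning inhibition stronger than a set level, cut at about -70% in these data; inconclusive means activity change between two set negative limits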; further: on the % scale 0 is the no-effect control and ±100 the full control effect
#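 Antagonism was scored as loss of TSH-driven cAMP in TSHR cells, stimulated with 4nM TSH (EC80) for 2 hours at 37 deg C and detected by homogeneous HTRF competition immunoassay.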
# Giardia kill: kills Giardia lamblia. Giardia lamblia trophozoite viability. activity change, % at 7.66 µM, hits read low. 340,000 tested, 0.15% active; in the data active means activity change below about -80%; inconclusive means between about -30% and that limit;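 further: parasites exposed to compound for two days anaerobically before the ATP read; on the % scale 0 is the no-effect control and ±100 the full control effect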
#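 Each well holds 100 Giardia trophozoites and compound. After two days (48 hrs) at 37 deg C in anaerobic conditions, ATP is quantified by luminescence.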
# KCNH2 WT inh: inhibitors of human wildtype KCNH2 potassium channel. activity change, % at 1.84 µM. 340,000 tested, 0.37% active. U2OS, BacMam KCNH2, thallium flux FluxOr; active compounds read low;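 active means maximum activity change below -70%; inconclusive means maximum activity change between -70% and -50%; inactive means maximum activity change above -50%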; further: on the % scale 0 is the no-effect control and ±100 the full control effect
#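 U2OS cells were transduced with wild-type KCNH2 virus (2.03 x 10^8 / mL) for 4 h at room temperature, then cultured overnight at 37 C. Thallium flux was read with FluxOr dye. Rate constants were normalized to DMSO controls.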
# FBPA coupling cs: coupling enzyme interference in Giardia aldolase counter-screen. coupling enzyme system counterscreen, AmpLite Red fluorescence. 290,000 tested, 0.67% active. activity change, negative = inhibition, % at 58.2 µM, hits read low; in the data active means activity change below about -30%; further: on the % scale 0 is the no-effect control and ±100 the full control effect
#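 Fluorescence at 525 nm excitation and 598 nm emission measured inhibition of the coupled detection system without aldolase. Compounds (at 57.5 uM final) were preincubated 10 min at room temperature with coupling enzyme reagent before a 20 min substrate/AmpLite Red step.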
# CXXC DNA block: MLL CXXC-DNA interaction inhibition | Potency, µM (highest dose often 115 µM), inactives show at the highest dose activity change, negative = inhibition, usual class: inhibitors | Q03164 | MLL-CXXC / FITC-HOXA9 DNA fluorescence polarization | 290,000 tested, 0.037% active; active means well fitted inhibition curve with a large enough effect in the polarisation, with a control signal flat, not every such curve was filed as active; inconclusive means small, poorly fitted or top-dose-only effect, or effect the other way, or a change in a side signal; inactive means no such curve, though single readings can be large or run the other way; the % refers to the polarisation; further: potency means the concentration at half of the fitted maximal effect
# Target sequence (Q03164 whole entry, looked up): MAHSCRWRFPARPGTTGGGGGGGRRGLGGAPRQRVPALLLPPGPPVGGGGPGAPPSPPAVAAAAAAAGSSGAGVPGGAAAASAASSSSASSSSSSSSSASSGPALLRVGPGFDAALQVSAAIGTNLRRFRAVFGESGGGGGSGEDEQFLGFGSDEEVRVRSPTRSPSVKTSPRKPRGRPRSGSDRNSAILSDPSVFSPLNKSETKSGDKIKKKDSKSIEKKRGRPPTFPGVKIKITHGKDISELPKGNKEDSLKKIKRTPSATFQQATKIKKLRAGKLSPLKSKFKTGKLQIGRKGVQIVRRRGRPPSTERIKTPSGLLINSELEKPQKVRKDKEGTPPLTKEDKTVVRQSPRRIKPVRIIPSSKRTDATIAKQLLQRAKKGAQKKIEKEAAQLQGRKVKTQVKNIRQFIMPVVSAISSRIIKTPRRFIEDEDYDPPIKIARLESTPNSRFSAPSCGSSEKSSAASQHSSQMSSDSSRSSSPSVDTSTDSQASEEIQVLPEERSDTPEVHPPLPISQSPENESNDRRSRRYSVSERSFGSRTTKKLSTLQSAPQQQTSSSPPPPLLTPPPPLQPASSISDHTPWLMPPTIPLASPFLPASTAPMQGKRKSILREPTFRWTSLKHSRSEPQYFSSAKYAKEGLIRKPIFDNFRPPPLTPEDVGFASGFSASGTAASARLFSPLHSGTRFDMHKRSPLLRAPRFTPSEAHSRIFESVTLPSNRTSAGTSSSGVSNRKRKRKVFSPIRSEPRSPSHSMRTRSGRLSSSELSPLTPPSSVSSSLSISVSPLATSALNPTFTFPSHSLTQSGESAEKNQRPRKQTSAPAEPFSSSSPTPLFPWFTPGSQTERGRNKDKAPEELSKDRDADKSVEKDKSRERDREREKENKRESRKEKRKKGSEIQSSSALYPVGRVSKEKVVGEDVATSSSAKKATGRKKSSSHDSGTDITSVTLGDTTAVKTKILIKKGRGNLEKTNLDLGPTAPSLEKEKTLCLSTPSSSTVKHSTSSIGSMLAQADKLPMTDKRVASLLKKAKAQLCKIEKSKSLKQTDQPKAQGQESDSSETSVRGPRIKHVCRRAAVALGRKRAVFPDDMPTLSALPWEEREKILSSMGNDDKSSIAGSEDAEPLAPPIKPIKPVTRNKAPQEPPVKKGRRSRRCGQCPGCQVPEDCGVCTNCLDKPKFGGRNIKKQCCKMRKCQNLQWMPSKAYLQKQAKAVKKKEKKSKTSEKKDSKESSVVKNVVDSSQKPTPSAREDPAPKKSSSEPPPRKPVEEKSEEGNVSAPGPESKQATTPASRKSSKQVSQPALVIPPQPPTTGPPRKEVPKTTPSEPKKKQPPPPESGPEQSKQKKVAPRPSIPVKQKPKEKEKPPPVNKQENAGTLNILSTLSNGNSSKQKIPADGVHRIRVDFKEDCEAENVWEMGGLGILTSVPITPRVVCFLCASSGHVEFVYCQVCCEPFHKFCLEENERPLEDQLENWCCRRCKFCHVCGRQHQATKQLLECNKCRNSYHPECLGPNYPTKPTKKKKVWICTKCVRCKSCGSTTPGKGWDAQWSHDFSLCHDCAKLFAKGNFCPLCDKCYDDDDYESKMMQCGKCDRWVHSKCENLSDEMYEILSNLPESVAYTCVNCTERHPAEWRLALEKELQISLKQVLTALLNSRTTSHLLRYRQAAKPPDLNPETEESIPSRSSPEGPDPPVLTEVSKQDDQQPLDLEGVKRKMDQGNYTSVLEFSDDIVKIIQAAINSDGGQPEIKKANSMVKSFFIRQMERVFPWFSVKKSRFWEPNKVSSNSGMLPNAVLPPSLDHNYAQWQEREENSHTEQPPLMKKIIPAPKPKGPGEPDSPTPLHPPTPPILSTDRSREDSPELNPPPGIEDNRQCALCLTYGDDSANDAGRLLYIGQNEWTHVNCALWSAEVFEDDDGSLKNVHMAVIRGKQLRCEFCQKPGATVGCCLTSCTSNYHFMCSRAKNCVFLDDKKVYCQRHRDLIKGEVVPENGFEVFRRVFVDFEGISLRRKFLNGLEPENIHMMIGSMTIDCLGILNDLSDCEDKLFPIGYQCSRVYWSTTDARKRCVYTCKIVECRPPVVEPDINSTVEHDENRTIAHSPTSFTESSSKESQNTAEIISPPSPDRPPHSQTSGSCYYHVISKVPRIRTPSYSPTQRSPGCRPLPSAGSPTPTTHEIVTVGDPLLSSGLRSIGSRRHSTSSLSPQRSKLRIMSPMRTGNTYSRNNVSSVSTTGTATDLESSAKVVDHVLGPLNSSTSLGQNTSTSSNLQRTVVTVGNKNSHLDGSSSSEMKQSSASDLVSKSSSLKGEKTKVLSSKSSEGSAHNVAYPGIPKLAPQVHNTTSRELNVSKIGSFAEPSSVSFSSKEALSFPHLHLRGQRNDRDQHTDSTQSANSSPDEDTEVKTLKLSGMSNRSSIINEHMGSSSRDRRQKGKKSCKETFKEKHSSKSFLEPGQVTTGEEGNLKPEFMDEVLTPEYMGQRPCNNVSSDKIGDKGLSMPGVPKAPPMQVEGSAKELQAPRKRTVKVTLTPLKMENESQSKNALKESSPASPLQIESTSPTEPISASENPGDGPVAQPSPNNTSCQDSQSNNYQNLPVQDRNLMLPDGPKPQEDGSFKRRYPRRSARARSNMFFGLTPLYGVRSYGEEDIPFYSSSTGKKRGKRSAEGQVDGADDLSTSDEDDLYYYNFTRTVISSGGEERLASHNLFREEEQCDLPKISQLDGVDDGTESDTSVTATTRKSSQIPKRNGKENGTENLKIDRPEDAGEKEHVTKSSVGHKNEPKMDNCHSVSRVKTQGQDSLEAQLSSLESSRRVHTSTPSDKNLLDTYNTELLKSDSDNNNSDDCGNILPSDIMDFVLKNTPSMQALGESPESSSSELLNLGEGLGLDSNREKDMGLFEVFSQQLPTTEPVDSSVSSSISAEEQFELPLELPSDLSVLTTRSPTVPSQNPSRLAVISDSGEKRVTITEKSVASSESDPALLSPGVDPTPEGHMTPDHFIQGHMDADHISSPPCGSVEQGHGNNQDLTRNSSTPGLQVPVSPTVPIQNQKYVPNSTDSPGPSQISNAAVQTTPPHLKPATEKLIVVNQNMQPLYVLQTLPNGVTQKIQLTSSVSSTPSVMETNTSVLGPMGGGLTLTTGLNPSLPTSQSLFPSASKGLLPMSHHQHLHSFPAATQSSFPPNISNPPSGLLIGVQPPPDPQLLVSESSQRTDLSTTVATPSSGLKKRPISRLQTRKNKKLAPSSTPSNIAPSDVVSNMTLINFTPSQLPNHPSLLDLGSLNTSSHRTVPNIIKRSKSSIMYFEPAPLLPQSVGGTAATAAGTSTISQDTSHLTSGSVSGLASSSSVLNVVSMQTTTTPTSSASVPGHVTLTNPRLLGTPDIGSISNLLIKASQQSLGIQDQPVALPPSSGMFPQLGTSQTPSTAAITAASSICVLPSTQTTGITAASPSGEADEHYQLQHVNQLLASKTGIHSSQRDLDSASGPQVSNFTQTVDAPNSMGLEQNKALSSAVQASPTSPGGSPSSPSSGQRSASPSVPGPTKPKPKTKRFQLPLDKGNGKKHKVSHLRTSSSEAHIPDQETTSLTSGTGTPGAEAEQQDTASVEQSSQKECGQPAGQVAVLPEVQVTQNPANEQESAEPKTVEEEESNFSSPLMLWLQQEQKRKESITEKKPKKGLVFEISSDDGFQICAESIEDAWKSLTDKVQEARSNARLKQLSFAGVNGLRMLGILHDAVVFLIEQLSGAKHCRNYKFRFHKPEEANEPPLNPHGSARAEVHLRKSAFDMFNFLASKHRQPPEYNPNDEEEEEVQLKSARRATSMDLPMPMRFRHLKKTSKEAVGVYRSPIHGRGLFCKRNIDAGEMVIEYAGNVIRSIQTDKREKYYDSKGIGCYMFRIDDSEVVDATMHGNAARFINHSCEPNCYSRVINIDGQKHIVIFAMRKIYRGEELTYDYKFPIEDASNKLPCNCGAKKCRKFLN
#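 Steps: dispense CXXC domain solution (7 uM) → pin compounds or unlabeled HOX-A9 DNA control → 5 min ambient → add FLSN-HOX-A9 solution (50 nM) → spin → 30 min ambient → fluorescence polarization. Tris pH 7.5/NaCl/DTT/BSA buffer.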
# TCR activator: T cell receptor activation; primary human leukocytes, anti-CD3, IL-2 HTRF, 48 h; Potency, µM (titrated, usually from 9.22 µM), inactives show top-dose activation of IL-2 secretion, most hits filed as activators; 330,000 tested, under 10 active; AID 504894; further: % of control where 0% means no effect
#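 Primary human leukocytes incubated 48 hr with anti-CD3 beads plus compound, without co-stimulation. Secreted IL-2 measured by HTRF (europium cryptate/d2 anti-IL-2 pair, 320 nm excitation, 665 nm emission).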
# Tb PFK inh: T. brucei PFK enzyme inhibition; Potency, µM (top dose mostly 57.5 µM), for the others: top-dose activity, negative = inhibition, hits mostly inhibitors; AID 485367; 330,000 tested, 0.17% active; T. brucei PFK, ADP-Glo luminescence; O15648;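 further: potency means the concentration at half of the fitted maximal effect; 0% = uninhibited 1x PFK enzyme wells and -100% = no-enzyme wells; nearly all actives have a fitted effect of over 60% in size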
#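 Activity is normalized to no-enzyme wells (full inhibition) and 1.25 nM enzyme wells (no inhibition). Reaction: 0.5 mM F6P, 0.1 mM ATP, 45 min RT, ADP-Glo luminescence; concentration-response curves fitted and classed by quality.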
# A-T KAP1 phos: potential ataxia-telangiectasia treatment; […] A-T fibroblasts, KAP-1 phosphorylation AlphaLISA; neocarzinostatin DNA damage 30 min before lysis; Potency, µM (doses to about 57.5 µM), without a hit: at the top dose activation, actives largely listed as activators; 320,000 tested, 0.19% active; AID 485349; further: potency means the concentration at half of the fitted maximal effect; % of control where 0% means no effect; nearly all actives have a fitted effect of over 45% in size
#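 ATM-like activity read as KAP-1 phosphorylation via AlphaLISA donor/acceptor antibody pairs after lysis and 6 hr at 25C. Cells were ATM-null patient fibroblasts ([…], hTERT), dosed 60 min, then exposed to the DSB inducer NCS for 30 min.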
# GALK inh: inhibitors of human galactokinase; AID 1868; P51570; Potency, µM (top dose mostly 57.5 µM), for the others: top-dose activity change, negative = inhibition, actives largely listed as inhibitors; 270,000 tested, 0.007% active; Purified GALK, Kinase-Glo residual ATP luminescence; further: potency means the concentration at half of the fitted maximal effect; on the % scale 0 is the no-effect control and ±100 the full control effect
#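 ATP-depletion format; final 35 uM ATP, 100 uM D-galactose, 5 nM enzyme; pH 8.0 HEPES/Mg2+ buffer; 60 min RT; luminescence read 10 min after detection reagent.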
# Chronic BCR inh: blocks chronic active B-cell receptor signaling; ABC-DLBCL IkBa-CBG/CBR reporter, luminescence ratio, 4 h; Potency, µM (doses to about 46.1 µM), for the others: at the highest dose ratio change, negative = lower green/red ratio, usual class: inhibitors; 340,000 tested, 0.05% active; AID 493014; active means well fitted inhibition curve with a large enough effect in the signal ratio, with a control signal flat, not every such curve was filed as active; inconclusive means small, poorly fitted or top-dose-only effect, or effect the other way, or a change in a side signal; the % refers to the signal ratio;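 further: potency means the concentration at half of the fitted maximal effect; plate controls were basal doxycycline-induced cells for no effect and cells given 10 µM MG132 for full effect; MG132 reads +100%, hits lower the ratio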
#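 Compounds up to 46 uM were incubated four hours with TMD8 cells whose green CBG68 luciferase is fused to IkappaBalpha; red CBR luminescence normalised the signal, and concentration-effect curves were fitted to fusion, red and ratio data.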
# * marks the source's active call; other numbers are inactive results; ? = inconclusive; . = not tested or not shown; & = joins results of further samples; [ ] = another dose, or the depositor's remark. Unless noted, the call rests on the fitted dose curve; in most records, active means well fitted curve in the direction sought with a large enough effect; inconclusive means small, poorly fitted or top-dose-only effect, or another doubt; inactive means no such curve, though single readings can be large; an effect the other way counts as inactive or inconclusive.
smiles,TSHR antagonist,Giardia kill,KCNH2 WT inh,FBPA coupling cs,CXXC DNA block,TCR activator,Tb PFK inh,A-T KAP1 phos,GALK inh,Chronic BCR inh
COc1cc(NC(=O)CN2C(=O)c3ccccc3S2(=O)=O)c(OC)cc1Cl,-4,-5,1,-1,-1%,-12%,4%,2%,0%,-4%
COc1cccc(NC(=O)C(OC(=O)c2cnc(C)cn2)c2ccccc2)c1 (stereo not drawn),2,-4,-11,.,.,-1%,23%,5%,.,-17%
Cc1ccc(S(=O)(=O)N2CCOCC2)cc1NC(=O)COC(=O)c1cc[n+]([O-])cc1,6,6,-2,.,.,-4%,-2%,2%,.,0%
CC/C(C)=N/Oc1nc(C)cc(C)n1,1,-20,-2,0,-2%,-10%,-14%,16%,2%,-1%
CC(Cc1ccccc1)C(=O)Nc1ccccc1 (stereo not drawn),13,-25,-7,2&-2,12%,2%,0%,-9%,.,-4%
COc1cc(C(=O)NCCN2C(=O)S/C(=C\c3cccs3)C2=O)cc(OC)c1OC,-13,16,2,0,?,-2%,1%,0%,0%,-8%
Cc1cccc(C)c1NC(=O)CN(C)C(=O)c1ccc2c(=O)n3c(nc2c1)CCC3,4,6,-15,.,.,-1%,0%,5%,.,3%
O=S(=O)(c1ccccc1)c1nc(Nc2ccccc2N2CCOCC2)sc1Cl,0,-9,3,0,-2%,2%,2%,5%,-2%,-10%
CC(C)(C)OC(=O)NNC(=S)NCc1ccc(Cl)cc1,2,42[activator],-3,2,-6%,-5%,-2%,-4%,0%,3%
Nc1ccc(-c2cc(N)n(-c3ccccc3)n2)cc1,-9,10,6,-21,5%,-2%,-4%,19%,4%,4%
Cn1c(NCCO)nc2c1c(=O)n(Cc1cccc(Cl)c1)c(=O)n2C,-17,36[activator],8,-1,3%,-3%,1%,16%,-3%,-2%
Cc1cc([N+](=O)[O-])nn1CCCC(=O)N1CCN(c2ccccc2)CC1,1,-2,3,1,0%,-5%[46.1 µM],4%,-7%,4%,-2%
CSc1ccc(S(=O)(=O)NCC(=O)OCC(=O)N2CCCC2=O)cc1[N+](=O)[O-],-21,20,3,.,.,-3%,1%,-5%,.,0%
CCCCn1cc2c(c1-c1cccc(C)c1)c(=O)n(C)c(=O)n2C,4,-2,2,-1,0%,-1%,-2%,8%,2%,1%
CN1CCN(c2ccc(CNS(=O)(=O)c3ccc(F)cc3Cl)cc2)CC1,9,-18,14,.,-4%,-2%,-1%,4%,5%,7%
O=C(COC(=O)c1ccc(Br)o1)NCC1CCCO1 (stereo not drawn),-3,4,6,2,-1%,.,3%,1%,1%,2%
CC(=O)OCC1OC(Nc2cccc(C)c2)C(OC(C)=O)C(OC(C)=O)C1OC(C)=O (stereo not drawn),11,-7,5,2,-4%,3%[46.1 µM],4%,0%,0%,1%
O=C(Cn1ncc2c3ccccc3n(Cc3ccccc3)c2c1=O)NCCCN1CCCC1=O,-3,13,-2,1,1%,-1%,-2%,0%,3%,?
Brc1ccc(-c2nnc3ccc(Nc4ccccc4)nn23)cc1,-4,.,.,4,16%,4%[46.1 µM],0%,2%,.,0%
CC(C)(C)NCC(O)COCc1ccc(Cl)cc1 (stereo not drawn),3,5,-3,3,11%,1%,-2%,8%,-1%,26%
Fc1ccccc1Cn1nnc2c(NCc3ccccn3)ncnc21,3,-4,-5,-2,1%,1%,-7%,-4%,-2%,?
CCCC(C)NC(=O)c1cc(C(=O)OC)cc([N+](=O)[O-])c1 (stereo not drawn),0,-12,4,0,4%,-2%[46.1 µM],-1%,2%,1%,3%
Oc1ccc(-c2csc(Nc3ccccn3)n2)c(O)c1,-2,-1,-12,-2,-8%,0%,-1%,1%,-10%,-9%
CCOC(=O)c1cc(-c2ccc(Cl)cc2)nc2c1c(=O)[nH]c(=O)n2CCOC,3,6,4,-1,5%,-4%,0%,-2%,11%,-14%
O=C(CSc1ccc2c(c1)OCCO2)Nc1cccnc1,1,?,-3,4,1%,3%,-1%,2%,11%,-2%
CCC1(CC)NC(=O)N(CC(=O)OCC(=O)Nc2ccc(C(F)(F)F)cc2)C1=O,-10,10,-3,0,-11%,-1%,0%,2%,-2%,2%
Cc1sc2nc(SCc3nc4ccccc4[nH]3)n(Cc3ccco3)c(=O)c2c1C,19,8,8,15,24%,1%,0%,-4%,-1%,-4%
Cc1ccc(S(=O)(=O)NCC(=O)OCC(=O)N(CCC#N)c2ccccc2)cc1,-12,23,27,.,.,1%[46.1 µM],0%,-3%,.,0%
CC(=O)Nc1ccc(NC(=O)CSCCc2ccccn2)cc1,67,8,9,.,-1%,-6%,1%,4%,-1%,-2%
CC1CCCCC1NC(=O)NC(=O)CCl (stereo not drawn),5,-16,-9,-4,3%,-4%[46.1 µM],0%,.,1%,?

# (more compounds)
smiles,TSHR antagonist,Giardia kill,KCNH2 WT inh,FBPA coupling cs,CXXC DNA block,TCR activator,Tb PFK inh,A-T KAP1 phos,GALK inh,Chronic BCR inh
CCOc1ccccc1C(=O)OCC(=O)NCC1CCCO1 (stereo not drawn),5,-13,-11,.,.,-3%,-23%,15%,.,2%
N#Cc1c(N)n(CCOC(=O)c2cccc([N+](=O)[O-])c2)c2nc3ccccc3nc12,-20,-5,3,-2,3%,4%,-2%,-3%,-3%,1%
COc1cccc(OC)c1C(=O)Nc1sc2c(c1C(N)=O)CCN(Cc1ccccc1)C2,-5,23,-3,-1,.,0%,-5%,26%,.,?
Cc1ccc(C)c(NC(=O)CN(C)C(=O)c2ccncc2)c1,12,15,23,-3,4%,1%,1%,12%,1%,1%
CC(C)(C)NCc1cc2ccccc2[nH]c1=O,16,-1,12,-2,0%,-3%,-3%,9%,0%,17%
Cc1c(Cl)cccc1NC(=O)CC1Sc2ccccc2NC1=O (stereo not drawn),4,12,-3,2,?,-5%,1%,10%,-2%,?
COc1ccc(N2C(=O)c3ccccc3NC23CCCCC3)cc1,-4,-16,2,0,4%,14%,-3%,-3%,16%,?
Cc1cc(NC(=O)CSCC(=O)NCc2cccc(C(F)(F)F)c2)no1,-4,-9,17,.,.,7%,-13%,5%,.,-1%
CC(=O)Nc1ccc(S(=O)(=O)N2CCN(C(=O)c3ncoc3-c3cccc(C)c3)CC2)cc1,-6,-12,-3,1,0%,-7%,-1%,1%,15%,0%
COc1ccc(NS(=O)(=O)c2ccc(Cl)c(NC(=O)c3cccnc3Cl)c2)cc1,-1,-1,7,2,-2%,-5%,0%,0%,-2%,0%
O=C(N/N=C/c1sc(N2CCOCC2)nc1-c1ccccc1)c1ccccc1Cl,14,-3,-7,0,2%,-25%,0%,1%,2%,-2%
Cn1c(-c2ccc(C=O)s2)nc2ccccc21,-4,11,-6,-2,-2%,0%,-7%,4%,0%,8%
CC(=O)c1ccc(NS(=O)(=O)Cc2ccccc2)cc1,-12,6,-6,10,-5%,9%,5%,2%,3%,0%
N/C(=N\OS(=O)(=O)c1cccc([N+](=O)[O-])c1)c1ccncc1,12,-5,0,3,5%,-4%[46.1 µM],1%,1%,2%,2%
O=C(CCn1c(=O)c2ccccc2n(CC(=O)N2CCN(c3ccccc3)CC2)c1=O)NCc1ccco1,-10,-1,0,4,9%,-6%,-2%,-1%,2%,7%
CC(C)CC(=O)CN1C(=O)C2(OCCO2)c2ccccc21,-1,-28,0,1,-4%,-2%,-13%,-1%,4%,1%
O=C(Nc1cccnc1)c1ccc2ccccc2c1O,26,-4,-5,-16,14%,.,1%,-3%,-5%,?
COc1ccc(CCNC(=O)Cn2cnc3c(nnn3Cc3ccccc3F)c2=O)cc1OC,1,-7,4,2,1%,1%[46.1 µM],3%,2%,0%,-1%
CCc1ccc(-c2nc(SCC(=O)NC3CC3)n[nH]2)cc1,-8,-4,-7,.,.,0%,1%,-2%,.,0%
CN1CCN(C(c2cccc(C(F)(F)F)c2)c2nnnn2Cc2ccccc2)CC1 (stereo not drawn),-10,10,7,-2,-10%,4%,1%,-3%,2%,0%
CCOC1(OCC)C(c2ccc(Cl)cc2)C(C#N)(C#N)C1(OCC)OCC (stereo not drawn),7,-17,-4,-1,-3%,2%,-2%,11%,4%,?
Cc1ccc(C)c(N(C)C(=O)c2cc3c(=O)[nH]c4ccc(C)cc4c3s2)c1,5,-4,-6,4,5%,13%,0%,46%,-3%,-1%
O=C(c1ccc(Cl)c(S(=O)(=O)N2CCCC2)c1)N1CCN(c2ncccn2)CC1,-4,-6,-1,3,-9%,4%,-3%,-3%,-3%,-2%
COc1ccccc1CNCC(=O)Nc1ccccc1-n1cccc1,3,?,-11,1,?,0%,0%,0%,-2%,0%
COc1ccccc1CNC(=O)c1sccc1-c1ccccc1,-18,7,-1,3,-6%,1%,1%,9%,4%,-15%
